# Bioassay records as filed in PubChem BioAssay.
# ABCB1 inh = blocks JC-1 efflux by human ABCB1 transporter; P08183; CCRF-Adr cells, flow cytometry; inhibition, % at 6.6 µM; actives 0.067% (n = 190,000); AID 1326; in the data active means inhibition above about 40%;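 further: 0% = vehicle and 100% = reference inhibitor; higher value means more JC-1 retained so stronger ABCB1 efflux block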
# RGS8-Gao reg = modulates binding of RGS8 to human Galphao; actives 0.34% (n = 220,000); multiplexed bead flow cytometry; actives lie on both sides; P09471; response (percent of control binding), % at 10 µM; in the data active means response below about 60% or above about 140%; inactive means in between;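 further: Galphao activated as the GDP aluminium fluoride complex binding bead-coupled RGS8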
# Target sequence (P09471 whole entry, looked up): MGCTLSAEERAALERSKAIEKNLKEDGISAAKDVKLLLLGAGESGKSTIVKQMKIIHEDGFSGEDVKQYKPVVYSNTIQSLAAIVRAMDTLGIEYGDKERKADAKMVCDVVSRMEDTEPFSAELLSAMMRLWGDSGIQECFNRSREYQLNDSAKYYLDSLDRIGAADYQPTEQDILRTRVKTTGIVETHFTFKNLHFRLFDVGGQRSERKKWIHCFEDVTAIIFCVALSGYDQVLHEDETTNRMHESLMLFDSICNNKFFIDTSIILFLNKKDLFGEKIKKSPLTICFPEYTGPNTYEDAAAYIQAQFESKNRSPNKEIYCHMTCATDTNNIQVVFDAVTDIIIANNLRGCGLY
# RGS4-Gao reg = human RGS4-Galphao interaction regulation; P09471; Multiplexed bead flow cytometry, RGS4-Galphao binding; actives lie on both sides; binding response (% of control), % at 10 µM; actives 0.33% (n = 220,000); AID 1415; in the data active means binding response below about 49% or above about 150%; inactive means in between;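 further: fluorescent Galphao activated with aluminum fluoride binding bead-coupled RGS4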
# RGS7-Gao reg = regulators of human RGS7-Galphao interaction; P09471; Multiplexed bead flow cytometry, RGS7-Galphao binding; actives lie on both sides; binding response (% of control), % at 10 µM; actives 0.35% (n = 220,000); in the data active means binding response below about 49% or above about 150%; inconclusive means no clear call, values can overlap the other calls; inactive means in between;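 further: fluorescent Galphao held in activated GDP-AlF4 state binding bead-coupled RGS7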
# Bim-Bfl-1 = human Bim-Bfl-1 interaction inhibition | Q16548 | Bead-based flow cytometry, Bim-Bfl-1 binding inhibition | inhibition, % at 10 µM | actives 0.12% (n = 190,000) | AID 1008;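 further: 0% = wells without compound plus tracer and 100% = blocker peptide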
# Bcl-XL Bim block = human Bim-Bcl-XL interaction inhibition; Q07817; Bim peptide-Bcl-XL binding, bead flow cytometry, fluorescence; AID 1007; inhibition, % at 10 µM; actives 0.04% (n = 190,000)
# Target sequence (Q07817 whole entry, looked up): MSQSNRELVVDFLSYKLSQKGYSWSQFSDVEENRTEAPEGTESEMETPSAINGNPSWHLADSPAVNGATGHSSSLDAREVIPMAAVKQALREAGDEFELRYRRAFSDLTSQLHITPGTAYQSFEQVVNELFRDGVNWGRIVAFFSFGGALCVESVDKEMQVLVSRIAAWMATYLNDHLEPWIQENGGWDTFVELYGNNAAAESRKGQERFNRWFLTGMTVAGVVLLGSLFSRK
# Bim-Bcl-B = inhibitors of Bim-Bcl-B interaction, human; bead-based flow cytometry, Bim peptide-Bcl-B binding; inhibition, % at 10 µM; actives 0.073% (n = 190,000);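 further: 0% = tracer peptide without compound and 100% = reference inhibitor peptide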
# Target sequence (Q9HD36 whole entry, looked up): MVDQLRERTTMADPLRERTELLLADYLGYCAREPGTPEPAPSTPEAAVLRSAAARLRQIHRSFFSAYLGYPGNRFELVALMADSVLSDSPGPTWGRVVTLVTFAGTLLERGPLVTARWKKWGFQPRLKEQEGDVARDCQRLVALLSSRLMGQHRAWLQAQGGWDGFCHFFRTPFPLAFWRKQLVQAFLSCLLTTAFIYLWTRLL
# ABCG2 block = inhibitors of human ABCG2 transporter, ABCB1 counter-screen | inhibition, % at 6.6 µM | Q9UNQ0 | actives 0.1% (n = 190,000) | IgMXP3 cells, JC-1 efflux, flow cytometry;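 active means inhibition above 80%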;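 further: 0% = DMSO and 100% = nicardipine control wells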
#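 Test system: ABCG2 IgMXP3 and barcoded ABCB1 CCRF-Adr cell mix; Schedule: cells with compound and JC-1, 10 min at 25 °C, rotating, no wash; Technique: flow cytometry of retained JC-1 fluorescence; Measure: % inhibition of efflux relative to nicardipine and DMSO; Controls: nicardipine high and DMSO low controls.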
# Bim-Bcl-W = disrupts Bim peptide binding to human Bcl-W | Q92843 | bead-based flow cytometry | inhibition, % at 10 µM | actives 0.02% (n = 190,000) | AID 952;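 further: 0% = bound tracer without compound and 100% = peptide blocker; higher means less fluorescent Bim peptide bound to Bcl-W beads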
# Target sequence (Q92843 whole entry, looked up): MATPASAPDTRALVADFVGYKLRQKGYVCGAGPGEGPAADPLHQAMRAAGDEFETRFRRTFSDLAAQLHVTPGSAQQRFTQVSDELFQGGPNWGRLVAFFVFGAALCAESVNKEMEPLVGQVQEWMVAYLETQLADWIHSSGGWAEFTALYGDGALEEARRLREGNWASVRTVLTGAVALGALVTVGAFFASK
# GSH bead fluor = GSH bead compound fluorescence profile; AID 1776; fluorescence (KMESF) at 10 µM; actives 0.25% (n = 190,000); GSH beads flow cytometry, compound fluorescence 488/530 nm; active compounds read high; in the data active means fluorescence above about 89;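 further: glutathione beads carrying GST-tagged Bcl family fusion proteins plus one bare bead set; values are compound well signal with DMSO vehicle wells as background; inactives centre near 16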
# Bcl-2 Bim block = human Bim-Bcl-2 interaction inhibition; P10415; Bead-based flow cytometry, Bim peptide-Bcl-2 binding; inhibition, % at 10 µM; actives 0.06% (n = 190,000); in the data active means inhibition above about 40%; inconclusive means no clear call, values can overlap the other calls;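 further: 0% = no compound wells with probe peptide and 100% = reference peptide inhibitor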
# Starred values were filed as active, the others as inactive; ? = inconclusive. Unless noted, no stated cut-off is given here; in the data, active means inhibition above about 40%.
SMILES,ABCB1 inh,RGS8-Gao reg,RGS4-Gao reg,RGS7-Gao reg,Bim-Bfl-1,Bcl-XL Bim block,Bim-Bcl-B,ABCG2 block,Bim-Bcl-W,GSH bead fluor,Bcl-2 Bim block
C=CCNC(=O)/C(=C/c1cccc([N+](=O)[O-])c1)NC(=O)c1ccco1,0.1,105,101,100,-1,-3,-4,0,1,23,0
Cc1ccc(S(=O)(=O)CC(=O)Nc2nc(-c3ccccc3)cs2)cc1,-0.1,87,101,100,-4,-1,-7,-1,0,11,-5
CCOc1ccc(NC(=O)C2C3C=CC4(CN(C(C(=O)OC)C(C)C)C(=O)C24)O3)cc1 (configuration not stated),0.3,101,100,100,-3,-4,-4,1,-1,13,-1
C/C(=N\Nc1ncc(Cl)cc1Cl)c1ccc(C#N)cc1,0.0,102,98,96,-6,-2,-6,1,-1,13,-4
CCOC(=O)CN(Cc1sccc1C)C(=O)Nc1cccc(OC)c1,0.8,101,99,97,-8,-2,-4,2,0,13,-6
CS(=O)(=O)N(CC(=O)N1CCCC1)c1ccc2c(c1)OCCO2,0.9,100,101,100,-1,-3,-3,3,-3,19,-3
COc1ccc(/C=C/C(=O)C2(O)CCCCC2)cc1OC,1.6,101,101,99,5,0,8,17,-3,26,1
O=C(CCN1Cc2ccccc2C1)c1ccc2c(c1)OCCO2,0.4,99,97,104,-2,5,0,1,8,33,1
COCCn1nnnc1C(c1cc2cc(OC)ccc2[nH]c1=O)N1CCC(Cc2ccccc2)CC1 (configuration not stated),2.4,99,98,96,-1,2,-2,13,2,31,-2
CN(C)S(=O)(=O)N(CCN1CCOCC1)Cc1ccccc1F,0.7,99,103,101,-18,-9,-8,4,-5,27,-10
O=C(Cc1cccc(C(F)(F)F)c1)NCc1ccc(Cl)cc1,0.3,101,100,103,-12,-6,-9,10,-4,11,-5
COc1ccc(NC(C#N)c2ccc(OC)cc2)cc1 (configuration not stated),0.7,100,97,98,-1,0,-3,3,-1,14,0
CC(C(=O)O)N1C(=O)c2ccccc2C1=O (configuration not stated),0.3,105,103,101,-1,-3,-2,1,-3,10,-4
O=C1c2cc([N+](=O)[O-])cc3cc([N+](=O)[O-])cc(c23)C(=O)N1c1ccccn1,0.8,110,109,109,0,-7,-12,11,-3,11,-4
CCOC(=O)C1=C(C)Nc2ccccc2N=C1NC(=O)/C=C/c1ccc(OC)cc1OC,3.4,99,102,104,-4,1,-2,18,0,10,-2
Cc1ccc(NC(=O)Cn2c(CCC(=O)O)ccc2-c2cccs2)cc1,0.3,100,99,97,-4,0,-4,1,-2,58,0
Cc1ccc(CN2C(=O)N/C(=C/c3cc(C)n(-c4ccccn4)c3C)C2=O)cc1,0.6,101,96,94,-12,-6,-9,3,-5,16,-2
COc1ccc(/C=C/C(=O)NC(=S)Nc2ccc(S(=O)(=O)Nc3cc(OC)ncn3)cc2)cc1,1.0,103,99,98,-9,-3,-8,1,-2,9,-5
CC(C)(C)OC(=O)NNC(=O)c1cccs1,-0.1,95,90,91,-6,-6,-6,-1,-3,13,-3
O=CN1CCCN(Cc2nc(Cc3ccccc3F)no2)CC1,0.2,101,101,100,6,-1,-1,1,-3,14,0
O=C(N/N=C\c1ccc(Br)cc1)c1ccc(Cn2cccn2)o1,0.2,103,100,100,0,-3,-2,1,-1,5,-1
Cc1ccccc1Cn1cnc2ccccc2c1=O,0.8,102,98,97,-1,-4,-4,5,-4,11,-4
CCO[C@@H]1OC(C(=O)O)=C[C@H](c2ccc(Br)cc2)[C@H]1CCCO,0.1,98,97,95,-3,0,-3,1,0,16,2
COc1ccc(-c2[nH]ncc2CN(C)Cc2cccnc2)c(F)c1,0.0,99,97,94,0,0,-4,0,0,14,2
O=C(Cn1ccc(C(F)(F)F)n1)N=Nc1c(O)[nH]c2ccc(Br)cc12,5.8,99,100,98,-5,0,-2,10,0,12,-2
# (next part)
SMILES,ABCB1 inh,RGS8-Gao reg,RGS4-Gao reg,RGS7-Gao reg,Bim-Bfl-1,Bcl-XL Bim block,Bim-Bcl-B,ABCG2 block,Bim-Bcl-W,GSH bead fluor,Bcl-2 Bim block
Nc1nn(-c2cccc(F)n2)cc1-c1ccc(Cl)cc1,0.2,100,98,?,-6,-3,-2,3,0,18,-2
COc1ccc(NC(=O)Nc2ccccc2C)c(OC)c1,0.6,101,100,99,-1,-1,0,17,-1,15,-1
CC1(C)Cc2ccccc2C(=NCC(=O)O)N1,0.3,100,103,103,-6,-3,-5,1,-2,13,-3
COc1ccccc1N1CCN(CCC(=O)Nc2ccc3c(c2)OCO3)CC1,1.4,99,100,98,0,0,-1,4,0,10,3
FC(F)(F)C(Oc1nc(NC2CCCCC2)nc(N2CCOCC2)n1)C(F)(F)F,-7.3,94,94,92,-11,-4,-6,2,0,12,-11
COc1cc(CNc2ccc(CNc3ncn[nH]3)cc2)cc(Cl)c1OCc1ccccc1,-0.7,109,108,108,-15,-10,-10,-10,-4,11,-13
CCOc1cc(N2CCOCC2)c(OCC)cc1NC(=O)CSc1nccc(C)n1,0.5,94,91,90,-5,-4,-6,4,-1,17,-1
O=C(Nc1cc(Cl)cc(Cl)c1)C(NCCCO)c1ccccc1 (configuration not stated),2.9,100,102,?,-3,-2,-4,19,-5,18,-1
Cc1ccc(-c2noc(C3CCCN(C(=O)c4ccc(F)cc4F)C3)n2)cc1 (configuration not stated),0.5,96,95,98,0,1,2,2,0,18,-2
O=C(Nc1ccc(Cl)cc1Cl)N1CCN(c2ncccn2)CC1,0.7,91,77,99,-3,-2,-4,2,-1,15,-2
O=C(CCN1C(=O)c2ccccc2C1=O)NCCN1CCOCC1,-0.2,122,115,114,-2,-17,-3,0,-3,30,-1
COC(=O)C1=C(C)NC(C)=C(C(=O)OC)C1c1ccc(OC(=O)c2oc3ccccc3c2C)c(OC)c1,1.1,104,97,101,1,1,3,4,2,21,-5
Nc1cccc(C(=O)OCC(=O)c2ccccc2)c1,-1.0,108,105,101,1,-3,-1,-1,0,8,0
O=C(NCC1OCCCN1S(=O)(=O)c1cc(F)ccc1F)C(=O)NC1CCCCCC1 (configuration not stated),1.4,102,104,104,4,-2,2,4,-1,23,2
CCOC(=O)/C(C#N)=N\Nc1ccc(S(=O)(=O)Nc2nc(C)cc(C)n2)cc1,1.2,100,98,95,-3,-2,-3,11,-2,6,0
COc1ccc(NC(=O)CCNS(=O)(=O)c2ccc3c(c2)CCC(=O)N3)cc1,0.9,98,97,98,-2,0,-5,2,0,23,0
CCOC(=O)Cc1cc(=O)n2[nH]c(-c3ccccc3)c(-c3ccccc3)c2n1,-1.0,100,97,89,-7,-7,-1,0,1,13,-4
COCCN(C(=S)Nc1ccccc1OC)C1CCN(C(C)C)CC1,0.7,98,100,101,-4,-6,-20,2,0,20,-1
O=c1oc2ccccc2cc1-c1csc(Nc2nc3ccc(F)cc3s2)n1,-0.2,103,94,96,1,-4,-6,-3,-5,2,0
Cc1ccc(NC(=O)c2sc3nc(CCl)[nH]c(=O)c3c2C)c(C)c1,-0.7,98,103,103,3,0,-4,-1,0,8,0
CCN(CC)C(=O)CSc1nnc(-c2ccc(S(=O)(=O)N3CCCC3)cc2)o1,0.0,101,103,102,-17,-3,-5,1,0,13,-5
CCCCCCCCCC(=O)Nn1cnc2ccccc2c1=O,0.9,93,96,96,-6,0,-4,5,0,13,-1
CCc1nc(N2CCCCC2C)c2oc3ccccc3c2n1 (configuration not stated),1.9,97,99,97,-1,-3,1,8,-3,17,2
COc1ccc(CNS(=O)(=O)NCc2ccccc2)cc1OC,0.8,100,103,?,-10,-3,-2,5,0,14,-2
CCc1ccc(NC2=CC(=O)CC(c3ccco3)C2)cc1 (configuration not stated),0.1,101,94,97,-3,-3,-4,1,1,12,0

# Arranged by value in ABCB1 inh (low to high): 4 from the list above
smiles,ABCB1 inh
FC(F)(F)C(Oc1nc(NC2CCCCC2)nc(N2CCOCC2)n1)C(F)(F)F,-7.3
Nc1cccc(C(=O)OCC(=O)c2ccccc2)c1,-1.0
COC(=O)C1=C(C)NC(C)=C(C(=O)OC)C1c1ccc(OC(=O)c2oc3ccccc3c2C)c(OC)c1,1.1
O=C(Nc1cc(Cl)cc(Cl)c1)C(NCCCO)c1ccccc1 (configuration not stated),2.9

# (cont.)
SMILES,ABCB1 inh,RGS8-Gao reg,RGS4-Gao reg,RGS7-Gao reg,Bim-Bfl-1,Bcl-XL Bim block,Bim-Bcl-B,ABCG2 block,Bim-Bcl-W,GSH bead fluor,Bcl-2 Bim block
CCN1C(=O)c2cccc3c(S(=O)(=O)Nc4ccc(OC)cc4OC)ccc1c23,1.3,102,103,101,-1,0,1,1,-2,10,0
CC(C)c1ccc(/C=C2\NC(=S)N(Cc3cccnc3)C2=O)cc1,-0.3,99,96,94,-2,-5,-6,1,-1,10,0
CCn1c(C)cc(/C=C2/SC(=S)N(CC(=O)O)C2=O)c1C,0.3,101,98,?,-2,-6,-5,30,-4,15,-8
CCCC(=O)OC(C(=O)Nc1cc(C(F)(F)F)ccc1Cl)c1ccccc1 (configuration not stated),2.0,122,107,107,-1,-2,-4,42,0,8,1
O=C(NCc1ccco1)C1CCCN1C(=O)Nc1ccc(Cl)cc1 (configuration not stated),-0.1,109,103,104,-14,-1,-6,0,-1,11,-4
Cc1ccc(-c2c(C(=O)NCc3ccccc3)oc(=O)c3ccccc23)cc1,0.7,102,106,107,0,-2,-7,1,-2,6,-4
COc1ccc(-c2cc(CNC(=O)CCl)on2)cc1,0.3,94,93,94,-1,0,-1,1,0,16,-1
CC(OC(=O)c1ccncc1)C(=O)Nc1ccc([N+](=O)[O-])cc1Cl (configuration not stated),1.3,99,101,106,0,0,-1,4,0,20,0
O=C(CC1SC(=Nc2ccccc2)N(CCc2ccccn2)C1=O)Nc1ccc(F)cc1 (configuration not stated),2.2,102,101,101,-11,-10,-10,40,-6,10,-7
O=C(COC(=O)c1c(Cl)cccc1Cl)Nc1cc(Cl)ccc1Oc1ccccc1,0.7,100,102,99,-1,-7,-7,20,-9,11,-3
O=C(Cc1cccs1)Nc1cccnc1,1.6,100,102,98,-27,-12,-14,46,-6,27,-11
Cn1ncc2c(N3CCN(c4ccccc4F)CC3)ncnc21,0.7,105,108,109,-19,-10,-10,27,-1,31,-12
CCN1CC(CN(C)Cc2nc(-c3ccc(Cl)cc3)no2)CC1=O (configuration not stated),0.9,105,104,106,-8,-3,-3,3,-3,15,-2
Cc1ccc(S(=O)(=O)CCNC(=O)Cc2ccc(Cl)cc2)cc1,0.8,103,102,?,-4,-2,1,5,0,15,1
O=[N+]([O-])c1ccc(/C=N/N/C(=N/c2ccccn2)c2ccccn2)cc1,0.1,96,97,106,4,-5,-15,1,-3,29,-1
Cc1cc(NS(=O)(=O)c2ccc(NC(=O)CN3C(=O)c4ccccc4C3=O)cc2)nc(C)n1,0.1,98,96,95,-1,-2,-2,1,-3,26,0
